NadD inh – blocks S. aureus nicotinate mononucleotide adenylyltransferase; purified NadD enzyme, colorimetric absorbance read-out; inhibition, % at 20 µM; actives 0.78% (n = 360,000); in the data active means inhibition above about 26%; further: some compounds past the cut are filed as inactive
STEP block – inhibitors of human striatal-enriched phosphatase STEP | recombinant STEP, OMFP fluorogenic substrate, fluorescence | inhibition, % at 20 µM | actives 0.25% (n = 360,000) | AID 588621;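 active means inhibition at 20 µM, scaled per plate between control wells, above about 37%, limit read from the data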;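 further: 0% = DMSO with enzyme and substrate and 100% = substrate only without enzyme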
Target sequence (P54829 whole entry, looked up): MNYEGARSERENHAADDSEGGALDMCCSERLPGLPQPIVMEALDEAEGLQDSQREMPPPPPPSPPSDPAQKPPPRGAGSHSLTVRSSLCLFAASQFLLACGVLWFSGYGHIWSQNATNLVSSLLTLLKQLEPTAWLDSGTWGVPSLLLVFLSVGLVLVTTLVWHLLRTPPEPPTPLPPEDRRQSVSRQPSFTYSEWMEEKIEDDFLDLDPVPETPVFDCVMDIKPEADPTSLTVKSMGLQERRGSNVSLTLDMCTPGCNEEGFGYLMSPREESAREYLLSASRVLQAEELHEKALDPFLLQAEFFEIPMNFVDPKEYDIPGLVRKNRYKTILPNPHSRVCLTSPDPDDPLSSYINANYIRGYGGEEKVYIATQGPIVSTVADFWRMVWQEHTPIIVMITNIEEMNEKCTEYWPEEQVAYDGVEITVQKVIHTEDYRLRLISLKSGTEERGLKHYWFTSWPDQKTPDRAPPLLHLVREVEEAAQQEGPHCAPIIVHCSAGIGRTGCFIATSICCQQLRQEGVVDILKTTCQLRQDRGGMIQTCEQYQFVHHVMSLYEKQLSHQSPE
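System: isolated STEP enzyme; schedule: 20 min enzyme reaction at room temperature, protected from light; medium: Bis-Tris buffer pH 6.0, 2.5 mM DTT, 0.005% Tween 20; signal: fluorescence, 480/540 nm; dosing: single compound dose of 20 µM, 1% DMSO final; also added: OMFP substrate, 25 µM final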
DNMT1 block – DNMT1 (human) enzyme inhibition. DNMT1 molecular beacon, Hinp1I cleavage, fluorescence. inhibition (reported as % activation of signal), % at 10 µM. actives 0.83% (n = 360,000). AID 588458; in the data active means inhibition above about 50%
MT1-MMP act inh – MT1-MMP (human) activation inhibition | HT1080 RFP-PRO-GFP cells, GFP/RFP ratio fluorescence, overnight; percent of plate control window, DMSO zero | GFP/RFP ratio change, % at 20 µM | actives 0.061% (n = 360,000);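 active means GFP/RFP ratio change of at least 30% with cell ATP level not reduced by more than half and red fluorescence within 50% of control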; further: strong numbers were not always called active
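Compound: 20 µM single dose, 1% DMSO / System: HT1080 RFP-PRO-GFP cells / Controls: DMSO and RFP-L50D-GFP cell wells / Read-out basis: GFP/RFP fluorescence ratio / Schedule: overnight compound exposure at 37 °C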
Scp-1 inhibitor – blocks human Scp-1 phosphatase activity | inhibition, % at 20 µM | Q9GZU7 | actives 0.88% (n = 340,000) | AID 493091 | Recombinant Scp1, phosphopeptide, malachite green phosphate absorbance;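 active means inhibition above about 50% at 20 µM, limit read from the data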;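 further: plate controls were DMSO wells with enzyme for no effect and wells lacking enzyme for full effect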
Target sequence (Q9GZU7 76-261 limits assumed): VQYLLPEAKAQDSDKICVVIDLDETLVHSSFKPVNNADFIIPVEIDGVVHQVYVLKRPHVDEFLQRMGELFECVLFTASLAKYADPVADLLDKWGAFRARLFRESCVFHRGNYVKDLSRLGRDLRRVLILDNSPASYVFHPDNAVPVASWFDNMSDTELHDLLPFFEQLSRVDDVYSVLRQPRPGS
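System: truncated SCP-1 phosphatase (76-261aa); medium: Tris acetate buffer pH 5.5 with MgCl2 and Tween-20; incubation: 45 min room-temperature reaction, 5 min colour, 30 min stabiliser; compound: single 20 µM dose, 1% DMSO; reagent: Phosphorylated 17-residue peptide substrate; read-out: % inhibition at 20 µM; technique: colorimetric free-phosphate detection, absorbance 630 nm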
SUMO1-SIM PPI – modulators of human SUMO1-mediated protein-protein interactions; P63165; SUMO1 binding to a labelled peptide, TR-FRET, 1 h; inhibition, % at 20 µM; actives 0.33% (n = 360,000); AID 602429; in the data active means inhibition above about 37%
Target sequence (P63165 whole entry, looked up): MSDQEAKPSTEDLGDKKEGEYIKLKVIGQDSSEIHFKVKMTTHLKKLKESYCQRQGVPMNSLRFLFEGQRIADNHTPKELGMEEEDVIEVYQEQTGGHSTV
SKN-1 inh – inhibitors of C. elegans SKN-1; AID 624304; inhibition, % at 21.8 µM; actives 0.49% (n = 360,000); C. elegans VP596 Pgst-4::GFP/RFP ratio, acrylamide-induced, 24 h;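 active means interference check ratio from 0.5 to 1.5 plus GFP to RFP signal ratio inhibition reaching or exceeding a fixed threshold, cut at about 30% in these data, passing the limit was not always enough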; further: some compounds called inactive have numbers as strong as hits
LMPTP block – LMPTP (human) inhibition | actives 0.22% (n = 360,000) | P24666 | inhibition, % at 20 µM | recombinant LMPTP-A, OMFP fluorogenic substrate, fluorescence intensity | AID 651560;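 active means compounds that cut the enzyme signal by at least half of the control window in the single-dose screen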;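 further: plate controls were DMSO wells with enzyme plus substrate for no effect and substrate without enzyme for full effect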
Target sequence (P24666 whole entry, looked up): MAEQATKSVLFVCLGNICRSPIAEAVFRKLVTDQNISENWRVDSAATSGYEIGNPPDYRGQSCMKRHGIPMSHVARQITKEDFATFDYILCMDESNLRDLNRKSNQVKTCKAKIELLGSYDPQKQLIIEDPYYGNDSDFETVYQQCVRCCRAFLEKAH
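Assay system: LMPTP-A, protein tyrosine phosphatase of low molecular weight / Medium: pH 6.0 Bis-Tris buffer with DTT and Triton X-100 / Schedule: 50 min enzyme reaction at room temperature, protected from light / Measured by: endpoint fluorescence intensity from OMFP dephosphorylation / Read-out basis: % inhibition relative to no-enzyme and uninhibited control wells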
NRP1-CendR mod – alters CendR peptide binding to human NRP-1. O14786. FAM-RPARPAR peptide binding to NRP-1, fluorescence polarization. inhibition, % at 25 µM. actives 0.85% (n = 360,000);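 active means inhibition or corrected inhibition above about 18%, plus a signal ratio from 0.5 to 1.5, limit read from the data, passing the limit was not always enough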; further: strong numbers were not always called active
Rpn11 inh – Rpn11 (human) deubiquitinase inhibition; human 26S proteasome, Ub4-pepOG fluorescence polarization; 20S core pre-blocked with epoxomicin; calls only at 20 µM; AID 588493; actives 0.59% (n = 360,000);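 active means inhibition at 20 µM, scaled to each plate's controls, above about 33%, limit read from the data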
An asterisk follows results filed as active; i = inactive; . = no result given.

SMILES	NadD inh	STEP block	DNMT1 block	MT1-MMP act inh	Scp-1 inhibitor	SUMO1-SIM PPI	SKN-1 inh	LMPTP block	NRP1-CendR mod	Rpn11 inh
CCc1ccccc1N(CC(=O)NCCc1ccccc1)C(=O)CCC(=O)Nc1ccccn1	-7.2	-0.1	2.3	-3.6	-5.5	0.1	-11.7	0.7	1.7	i
COc1ccc(CSc2n[nH]c(C)n2)cc1[N+](=O)[O-]	7.8	-1.0	1.9	5.0	-10.1	-11.8	3.9	-3.7	-2.1	i
CCC(C)c1ccc(NC(=O)C2CCCN(c3ncccn3)C2)cc1 (stereo not drawn)	-1.2	-0.7	-0.3	-10.1	-4.6	5.7	-10.9	2.2	-2.9	i
O=c1[nH]c(N2CCCCC2)nc2ncn(Cc3ccccc3)c12	4.3	1.9	-0.1	4.3	15.7	4.2	5.4	3.3	-2.9	i
CCn1c2ccccc2c2cc(NC(=O)CSc3nnc(-c4cccc(Cl)c4)o3)ccc21	20.6	0.9	-6.2	2.5	-7.0	-0.5	-0.5	2.8	-12.4	i
COc1ccc(CCNC(=O)[C@H](CCSC)NC(=O)N2CCn3c2nc2ccccc23)cc1OC	2.8	1.4	-2.7	2.7	-8.2	-3.2	13.2	0.3	3.9	i
OC[C@H]1OC(O)[C@H](O)[C@@H]1O (stereo partly drawn)	1.5	0.7	-1.3	-0.2	1.3	3.8	15.9	0.6	6.0	i
Cc1ccccc1NC(=O)Cc1nc(COC(=O)c2cc([N+](=O)[O-])ccc2NCCO)cs1	-5.3	-0.1	0.5	0.9	-2.8	-26.0	-3.9	1.0	-1.2	i
CN(C)CCn1c(NC(=O)c2ccc(Cl)cc2)nc2ccccc21	-2.5	-1.9	2.3	6.5	-5.9	-1.4	7.3	0.4	13.0	i
c1ccc(OCCCc2nc(-c3cccnc3)no2)cc1	3.3	-4.9	-2.1	-4.2	-8.4	20.1	8.4	-0.6	5.7	i
COc1ccc(-n2c(SCC(=O)N/N=C(\C)c3cccnc3)nc3ccccc3c2=O)cc1	1.4	-3.7	6.9	-0.2	-10.8	4.5	8.3	1.8	-3.4	i
Cc1cc(S(=O)(=O)NCCCn2ccnc2)c(C)cc1Cl	-3.0	-1.3	-1.0	0.6	-5.0	-4.2	-23.2	-2.6	4.4	i
CCN(c1cccc2ccccc12)S(=O)(=O)c1cccs1	2.7	-1.0	-15.1	2.8	-9.3	-2.8	-8.7	1.2	4.4	i
O=C(c1cccc([N+](=O)[O-])c1)N1CCN(C/C=C/c2ccccc2)CC1	-1.5	7.6	-1.7	2.4	-12.5	-12.8	-6.4	-0.7	5.7	i
CCCOC(=O)c1c(NC(=O)/C=C/c2cnn(C)c2C)sc(C(=O)OCC)c1C	-8.4	1.3	10.8	-3.1	-8.7	-2.3	-2.0	0.6	0.9	i
C/C(=N\NC(=O)C1(C)CC1(Br)Br)c1cccc(NC(=O)C(C)(C)C)c1 (stereo not drawn)	-6.5	1.5	1.4	-5.2	-11.7	1.6	20.5	-1.4	-4.1	i
CCOc1ccccc1CN1CCNC(=O)C1CC(=O)N(C)CCc1cnn(C)c1 (stereo not drawn)	4.6	-2.8	-3.5	-2.9	-7.4	-2.2	13.2	-0.9	-2.6	i
S=C(N/N=C/c1cccc2ccccc12)Nc1cccc(Cl)c1	-0.9	2.9	-6.1	2.3	-11.4	1.3	-11.1	0.1	-13.6	i
O=C(NCc1ccco1)c1nc2c(nnn2Cc2cccc(Cl)c2)c(=O)[nH]1	9.9	4.8	2.8	11.3	-1.1	2.8	1.5	-1.5	-10.1	i
CCCc1[nH]n(-c2ccc([N+](=O)[O-])cc2)c(=O)c1C=NCCc1ccc(OC)c(OC)c1	-14.1	1.8	12.6	3.3	-10.6	3.4	1.0	0.1	0.6	i
CN(C)CCNC(=O)c1cccc(S(=O)(=O)Nc2ccccc2F)c1	0.9	-0.3	1.2	-1.5	-6.0	1.5	5.3	1.9	18.1	i
O=C(OCC(=O)N(CCc1ccccc1)Cc1ccccc1)c1ccccc1O	-5.4	3.0	5.8	.	-7.6	2.1	21.7	3.9	-8.9	i
CCC(=O)Nc1nnc(SCc2ccc(F)cc2)s1	11.0	-3.1	0.2	-1.2	7.0	-5.1	-15.3	0.0	-0.8	i
CCOC(=O)c1c(C)[nH]c(C)c1C(=O)CSc1nnc(-c2ccc(OC(F)F)cc2)o1	-12.8	-3.7	33.6	0.0	7.1	-4.2	-11.8	6.8	10.3	i
O=C(Cc1n[nH]c(=O)c2ccccc12)NCc1ccccc1	-6.7	-1.8	-0.5	0.5	-1.4	-1.6	0.8	0.0	10.5	i
Remaining list, next part
SMILES	NadD inh	STEP block	DNMT1 block	MT1-MMP act inh	Scp-1 inhibitor	SUMO1-SIM PPI	SKN-1 inh	LMPTP block	NRP1-CendR mod	Rpn11 inh
O=C1CC(c2ccc3c(c2)OCO3)C2=C(CCCC2=O)N1 (stereo not drawn)	-2.0	0.4	2.5	-1.2	-4.8	-3.7	8.7	0.0	4.3	i
COc1cc(C(=O)Nc2cccc3ncccc23)cc(OC)c1OC	-0.8	-0.4	2.8	-1.4	1.1	1.0	4.4	3.6	-6.6	i
CN1CCN(C(CNS(=O)(=O)c2ccc([N+](=O)[O-])cc2)c2ccc(F)cc2)CC1 (stereo not drawn)	-5.1	-2.3	0.6	-0.3	-0.6	-44.7	13.1	-0.6	-0.5	i
Cc1ccc(S(=O)(=O)N2CCOCC2)cc1C(=O)Nc1ccccc1N1CCCC1	0.0	4.9	1.5	-3.6	-3.9	7.6	9.6	-0.9	6.8	i
COc1ccc(/C=N/NC(=O)c2cccnc2)cc1CN1CCc2ccccc2C1	21.1	-1.8	0.1	5.4	-10.5	-14.8	-1.6	36.8	-5.6	i
O=C(Nc1ccccc1O)c1ccccc1O	-0.6	-2.3	4.2	2.3	-0.1	0.8	14.4	-0.5	-13.1	i
Cc1cccn2cc(-c3ccc4c(c3)NC(=O)CO4)nc12	-0.7	1.8	0.3	1.3	2.5	1.7	-13.9	37.0	8.2	i
Cc1ccc(NCc2nnc(SCC(=O)Nc3ccccc3)n2CC2CCCO2)c(C)c1 (stereo not drawn)	3.4	-0.1	0.5	15.4	-5.0	-0.1	4.4	-1.3	5.6	i
Cc1ccc(C2Nc3cccc4cccc(c34)N2)cc1	15.6	7.3	-30.3	-0.4	19.0	-11.3	-0.1	5.8	15.3	i
CC(=O)NC(=S)Nc1ccccc1N1CCN(C(=O)c2ccccc2)CC1	4.6	1.5	3.9	6.0	-1.4	4.4	-4.2	1.1	-0.4	i
COc1ccc([N+](=O)[O-])cc1NC(=O)c1ccc(Br)s1	3.6	4.4	34.4	-4.1	1.6	-6.4	4.1	12.0	-7.9	i
Cc1onc(-c2ccccc2Cl)c1C(=O)OCc1cnc(Cl)s1	-0.6	-2.2	0.8	-0.5	1.7	2.7	10.5	0.7	-7.1	i
Cc1cc(NC(=O)c2cccc(F)c2)ncc1NC(=O)c1ccco1	0.4	-6.7	1.2	-3.8	-4.8	0.9	-12.1	0.0	-2.3	i
COc1ccc(N(CC(=O)Nc2ccc(C)cc2C)S(=O)(=O)c2c(C)n[nH]c2C)cc1	-3.5	-1.3	-1.4	0.6	4.7	-2.0	12.3	0.0	-2.5	i
COC(=O)C1=C(C(=O)OC)[C@@H]2N(C)c3ccccc3[C@@]23C[C@@H](C(=O)OC)N(C(=O)COCc2ccccc2)C3=N1	-0.2	2.3	0.9	-3.6	-2.3	3.3	-13.0	0.4	7.9	i
CN(C)CCNc1ncnc2c1cnn2-c1ccc(Cl)cc1	-2.8	0.9	-0.5	-0.9	2.9	-7.4	-16.0	0.6	13.8	i
Nn1c(Cc2cccc3ccccc23)nnc1SCC(=O)N1CC(=O)Nc2ccccc21	3.0	3.3	-8.0	2.3	8.6	2.7	13.0	-0.8	5.9	i
O=C(CNCc1ccc(Cl)cc1)NCc1ccco1	-1.7	-2.9	-8.8	-0.7	-6.6	0.9	-4.6	0.0	-4.1	i
COc1ccccc1NC(=O)C(=O)Nc1ccccn1	3.0	-2.7	-1.0	-6.4	2.1	-5.8	29.2	2.2	-8.4	i
CCn1c(SCC(=O)Nc2ccc(NC(C)=O)cc2)nnc1C1CC1	1.1	-3.4	-0.5	-14.1	-4.2	1.4	-12.4	0.2	10.0	i
Nc1nc(-c2cccnc2)nc(N2CCCCC2)n1	-2.4	-2.8	3.1	-0.7	-7.5	8.0	6.4	-1.7	-8.7	i
COc1ccc(-c2c(C)c3cc(O)ccc3oc2=O)cc1	0.0	-0.7	-2.0	-0.1	-8.5	-29.6	29.3	0.8	21.7	i
CCCNC(=O)OC1CC2CC1[C@H]1CCCCN1C2=O (stereo partly drawn)	1.0	.	.	3.5	.	-1.3	5.5	-1.8	-0.3	.
CSCCC(NC(=O)c1ccco1)C(=O)NNC(=O)c1n[nH]c(=O)c2ccccc12 (stereo not drawn)	-0.4	0.6	2.5	-4.4	7.1	-2.8	-3.5	-1.0	-8.6	i
Cc1cc(C(=O)N/N=C/c2ccc(-c3ccc(C)c(Cl)c3)o2)n[nH]1	21.7	0.2	38.4	-0.5	11.2	-2.6	8.6	4.6	-8.0	i
COc1cc2c(cc1OC)CN(C(=O)CCCOc1ccc(Cl)cc1Cl)CC2	-8.4	-1.6	-13.4	1.6	-5.6	12.0	10.7	1.8	-1.5	i
O=C(CNc1cccc(Cl)c1)c1ccc(Cl)cc1	-0.3	-2.3	1.4	-5.0	-5.6	-0.8	1.3	1.1	4.0	i
CCCS(=O)(=O)N1CCC(C(=O)NCCc2ccc(C)cc2)CC1	-6.7	2.3	0.2	7.1	2.9	1.5	-2.2	-0.6	-1.7	i
CCCNC(=O)c1ccc(S(N)(=O)=O)cc1	-3.4	-1.7	-1.1	-3.3	-9.8	-4.0	-5.7	-1.3	4.9	i

Another view of some results above.
SMILES: COc1cc(C(=O)Nc2cccc3ncccc23)cc(OC)c1OC
  NadD inh = -0.8 | STEP block = -0.4 | DNMT1 block = 2.8 | MT1-MMP act inh = -1.4 | Scp-1 inhibitor = 1.1 | SUMO1-SIM PPI = 1.0 | SKN-1 inh = 4.4 | LMPTP block = 3.6 | NRP1-CendR mod = -6.6 | Rpn11 inh = i
SMILES: CN1CCN(C(CNS(=O)(=O)c2ccc([N+](=O)[O-])cc2)c2ccc(F)cc2)CC1 (stereo not drawn)
  NadD inh = -5.1 | STEP block = -2.3 | DNMT1 block = 0.6 | MT1-MMP act inh = -0.3 | Scp-1 inhibitor = -0.6 | SUMO1-SIM PPI = -44.7 | SKN-1 inh = 13.1 | LMPTP block = -0.6 | NRP1-CendR mod = -0.5 | Rpn11 inh = i

Assay outcomes from PubChem BioAssay.
